Screening results as filed in PubChem.
KCNQ2 inh – KCNQ2 potassium channel inhibitors, primary screen, cell-based, CHO-K1, FluxOR thallium flux, B-score (AID 2156); Potassium voltage-gated channel subfamily KQT member 2 (Rattus norvegicus), O88943; 20 min; hits give low values; B-score at 10 µM; 1.1% of 310,000 active;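 active = fluorescence ratio B-score at most minus 3 library SDs, with starting brightness B-score within 2 library SDs, cut at about -5.5 in these data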
Kir21 inh – inhibitors of mouse Kir2.1 inward-rectifier potassium channel | HEK293-Kir2.1, FluxOR thallium flux fluorescence; hits give low values | B-score at 10 µM | 0.85% of 310,000 active | AID 1672, 2009;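 active = fluorescence ratio B-score at or below minus 3 SD of library scores, with starting-brightness B-score within 2 SD, cut at about -4.2 in these data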;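 also: channel flux triggered by added potassium and thallium sulfate stimulus; B-score of peak minus minimum fluorescence over baseline after thallium stimulus; more negative B-score means stronger Kir2.1 block with less thallium influx; some compounds called inactive have numbers as strong as hits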
Target sequence (P35561 whole entry, looked up): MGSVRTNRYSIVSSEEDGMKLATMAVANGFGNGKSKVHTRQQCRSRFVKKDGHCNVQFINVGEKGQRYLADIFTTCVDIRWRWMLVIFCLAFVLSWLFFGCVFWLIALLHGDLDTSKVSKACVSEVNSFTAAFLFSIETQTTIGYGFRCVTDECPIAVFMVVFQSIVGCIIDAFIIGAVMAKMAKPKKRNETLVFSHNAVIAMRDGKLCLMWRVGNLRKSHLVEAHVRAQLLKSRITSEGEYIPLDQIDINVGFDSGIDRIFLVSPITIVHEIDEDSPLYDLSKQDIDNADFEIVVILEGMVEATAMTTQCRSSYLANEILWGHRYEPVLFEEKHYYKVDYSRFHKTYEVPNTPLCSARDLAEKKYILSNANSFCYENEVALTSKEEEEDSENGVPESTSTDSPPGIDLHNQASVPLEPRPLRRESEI
Starred values were filed as active, the others as inactive; i = inactive.

SMILES	KCNQ2 inh	Kir21 inh
CCOC(=O)C1CCN(C(C)=C2C(=O)c3ccccc3C2=O)CC1	i	-1.27
N/C(=N\NC(=O)c1sccc1OCc1ccc(Cl)cc1Cl)c1ccccn1	i	-0.98
O=C(CCC1CCCN(C(=O)C2CCCC2)C1)NCc1ccc(F)c(F)c1 (stereo unspecified)	i	-0.39
O=C(Nc1nnc(-c2cccs2)o1)c1ccc(S(=O)(=O)N2CCOCC2)cc1	i	-1.29
NC(=O)C1=C[C@@H](C2CCCCC2)C[C@@H](OCc2ccc(CO)cc2)O1	i	-7.7*
Cc1ccc(C(=O)CSc2ccc(-c3ccncc3)nn2)cc1	i	-0.4
COc1ccccc1N(CC(=O)NC1CCCCC1)C(=O)CCC(=O)Nc1nccs1	i	0.37
Cc1ccc(OCC(=O)N2c3ccccc3CC2C)c([N+](=O)[O-])n1 (stereo unspecified)	i	-0.08
COc1ccc(Cc2nnc(Nc3ccc(C)cc3)o2)cc1OC	i	2.44
Cc1ccc(-c2c(C)sc3ncn(CC(=O)N4CCOCC4)c(=O)c23)cc1C	i	-0.21
S=C(Nc1ccccc1)N1CCCN1c1ccccc1	i	-0.04
COCCCNC(=S)NNC(=O)c1cccnc1	i	-0.93
COc1ccccc1CNC(=O)CCC(=O)N1CCOc2ccc(Cl)cc21	i	-1.96
Cc1nc(NCCO)c2nnn(Cc3ccccc3F)c2n1	i	1.39
O=C(CSc1nnc(NC(=O)c2c(F)cccc2F)s1)NC1CCCCC1	i	-0.54
CCc1ccc(NC(=O)CCC(=O)Nc2nnc(C(F)(F)F)s2)cc1	i	0
CCN1CCN(C(CNS(=O)(=O)c2ccc(Cl)cc2)c2cccnc2)CC1 (stereo unspecified)	i	0.89
CCOc1ccc(C2NC(=O)C(C#N)=C(S)N2c2ccc(C)cc2)cc1OC (stereo unspecified)	i	-1.87
Cc1ccccc1NS(=O)(=O)c1ccc(C(=O)NCC(C)(C)N2CCOCC2)cc1	i	-0.04
CCc1ccc(Nc2oc(C)cc(=O)c2C(C)=O)cc1	i	0.01
CCOC(=O)N1CCN(C(=O)C2CCCCC2)CC1	i	-0.87
COc1ccc(C(=O)N2CCCC(Nc3ccc(F)cc3)C2)cc1F (stereo unspecified)	i	-1.2
O=C(COC(=O)CCSc1ccccc1Cl)NCc1ccco1	i	-2.23
CN(C)CCCNC(=O)C1CCNCC1	i	-0.03
Cc1ccc(C(=O)c2cnc3cc4c(cc3c2S(=O)(=O)c2ccccc2)OCCO4)cc1	i	1.21
Going on with the list.
SMILES	KCNQ2 inh	Kir21 inh
CSC1=NSC2=NC(=O)/C(=C\c3cccs3)C(=N)N12	i	2.61
COc1ccc(N2CCN(C(=O)c3ccc(NS(=O)(=O)c4ccccc4)cc3)CC2)cc1	i	-1.51
Cc1ccc(S(=O)(=O)NNC2=NCCCCC2)cc1	i	-1.76
CCOc1cc2c3c(c1)C1(Nc4ccccc4S1)C(=O)N3C(C)(C)CC2C (stereo unspecified)	i	-0.18
O=C(Cc1ccc2c(c1)CCCC2)Nc1ccccc1Cl	i	1.07
Fc1cccc2ncnc(OCc3ccccc3)c12	i	0.72
Cn1ncc(Cl)c1C(=O)Nc1cccnc1	i	0.85
Cc1nnc(NC(=O)CSc2nnc(CNC(=O)c3ccccc3)n2-c2ccccc2)s1	i	0.48
CCCCc1c(O)nc(SCC(=O)N2CCOCC2)n(-c2ccccc2OC)c1=O	i	-0.01
O=C(O)COc1ccc(S(=O)(=O)N2CCCC2)cc1	i	0.11
COCCCNC(=S)NNC(=O)c1ccc(S(=O)(=O)N2CCC(C)CC2)cc1	i	-1.03
O=C(CSc1nnc(-c2ccccc2Cl)o1)Nc1ccc2c(c1)OCCO2	i	0.06
COC(=O)c1sccc1NC(=O)CSc1nnnn1-c1ccccc1F	i	0.4
Cc1nnc(SCC(=O)Nc2nc3c(s2)CC(C)CC3)s1 (stereo unspecified)	i	1.06
CCN(CC(=O)Nc1ccccc1OC)C(=O)c1ccc(N(C)S(=O)(=O)c2ccc(C)cc2)cc1	i	-2.56
Cc1ccc(NC(=O)c2cccc(S(=O)(=O)NCc3ccccc3)c2)nc1	i	0
CCOC(=O)c1c(-c2ccccc2)csc1N1C(=O)Nc2ccccc2N1O	i	1.45
Cc1cc(C)c(S(=O)(=O)N2CCN(C)CC2)c(C)c1	i	1.52
O=C1NC(=Nc2cccc([N+](=O)[O-])c2)SC1(CO)CO	i	0.26
CC(=O)c1cccc(NC(=S)NC(=O)CC(C)(C)C)c1	i	2.33
CC(C)NS(=O)(=O)c1ccc(CCC(=O)N2CCCCC2)cc1	i	-0.17
CN1CCN(C(=O)c2cc(=O)c3cc(Cl)ccc3o2)CC1	i	1.05
CCSc1nnc2c(Cl)cc(Cl)cn12	i	0.2
COc1cccc(-n2c([S-])c(C(=O)Nc3ccc(S(=O)(=O)N4CCOCC4)cc3)[n+]3cc(C(N)=O)ccc23)c1	i	1.82
NC(=O)c1cc(S(=O)(=O)N2CCCC2)ccc1OCc1ccc(F)cc1	i	-0.7

Six compounds already listed, ordered by the value under Kir21 inh, largest number first.
SMILES	KCNQ2 inh	Kir21 inh
Cc1cc(C)c(S(=O)(=O)N2CCN(C)CC2)c(C)c1	i	1.52
CCOC(=O)c1c(-c2ccccc2)csc1N1C(=O)Nc2ccccc2N1O	i	1.45
Cc1nnc(SCC(=O)Nc2nc3c(s2)CC(C)CC3)s1 (stereo unspecified)	i	1.06
CN1CCN(C(=O)c2cc(=O)c3cc(Cl)ccc3o2)CC1	i	1.05
O=C(CSc1nnc(-c2ccccc2Cl)o1)Nc1ccc2c(c1)OCCO2	i	0.06
CCCCc1c(O)nc(SCC(=O)N2CCOCC2)n(-c2ccccc2OC)c1=O	i	-0.01

Additional entries follow:
SMILES	KCNQ2 inh	Kir21 inh
COc1cccc(N2CCN(C3OC(=O)c4ccccc43)CC2)c1 (stereo unspecified)	i	-0.16
C=CCn1c(=O)/c(=C/c2ccc(F)cc2)s/c1=C(\C#N)c1nnc2n1CCCCC2	i	0
O=C(CNS(=O)(=O)c1ccccc1)OCC(=O)c1ccc(OC(=O)c2ccccc2)cc1	i	-0.62
COC(=O)c1cccnc1-n1c(=O)c2cccnc2n(Cc2cccc(OC)c2)c1=O	i	-1.18
Cc1cc(C)n(C(=O)CNC(=O)c2ccccc2Br)n1	i	0.24
CCCN1CCC(NC(=O)Cc2ccc(C)cc2)CC1	i	-0.1
CCCCOc1cccc(C(=O)NNC(=S)NC2CCCCC2)c1	i	0.09
N#CC1=C(N)Oc2cc(O)ccc2C1c1cccs1 (stereo unspecified)	i	-0.3
CCCCC(CC)C(=O)Nc1ccc(Nc2ccccc2)cc1 (stereo unspecified)	i	0.2
Fc1ccc(C2CCCN2Cc2nc(Cc3ccccc3)no2)cc1 (stereo unspecified)	i	-1.06
Cc1ccc(NC(=O)NC(=O)CSc2n[nH]c(N)n2)c(C)c1	i	-0.74
CN(C)/C=N/c1nc(Sc2ccc(C(F)(F)F)cc2[N+](=O)[O-])n[nH]1	i	0.08
O=C(NCCc1ccccn1)c1ccc(NS(=O)(=O)c2ccc(F)cc2)cc1	i	0.23
COCCN(CCOC)Cc1c(O)ccc2c1O/C(=C\c1ccco1)C2=O	i	-9.28
Cn1nnnc1SCC(=O)N1CCN(C(c2ccccc2)c2ccccc2)CC1	i	-0.89
COc1ccc(CCNC(=O)C2CCN(C(=O)c3ccc(F)cc3)CC2)cc1	i	-0.19
CN(CC(=O)Nc1ccc(F)c(F)c1F)C(=O)c1ccc2c(c1)OCCO2	i	-0.66
COc1ccc(NC(=O)CSc2nnc(-c3cccnc3)n2Cc2ccco2)c(OC)c1	i	2.23
CCOc1ccc(NC(=O)Nc2cccn(Cc3ccccc3)c2=O)cc1	i	-0.01
CN(C)S(=O)(=O)c1ccc(C(=O)NCCc2ccco2)cc1	i	-0.97
CCCCC(=O)NC(NC(=O)CCCC)c1ccc(OCC(C)C)c(OC)c1	i	1.7
COc1ccc(Br)cc1/C=C\C(=O)NCc1cccnc1	i	-2.9
COc1ccc(-c2noc(CN(C)C(=O)c3ccco3)n2)cc1	i	1.88
CCOC(=O)N1CCN(S(=O)(=O)c2cccc3nonc23)CC1	i	0.62
Cc1ccc(C2=NN(CCC#N)C(=O)CO2)cc1	i	-0.35

Some of the entries so far, with bars between the fields:
SMILES | KCNQ2 inh | Kir21 inh
COc1ccccc1CNC(=O)CCC(=O)N1CCOc2ccc(Cl)cc21 | i | -1.96
Cc1nc(NCCO)c2nnn(Cc3ccccc3F)c2n1 | i | 1.39
O=C(CSc1nnc(NC(=O)c2c(F)cccc2F)s1)NC1CCCCC1 | i | -0.54
CCc1ccc(NC(=O)CCC(=O)Nc2nnc(C(F)(F)F)s2)cc1 | i | 0
CCN1CCN(C(CNS(=O)(=O)c2ccc(Cl)cc2)c2cccnc2)CC1 (stereo unspecified) | i | 0.89

Next section.
SMILES	KCNQ2 inh	Kir21 inh
Cn1cc(/C=C/C(=O)N2CCCC(C(=O)c3ccc(C(F)(F)F)cc3)C2)cn1 (stereo unspecified)	i	-0.2
CCC/C(O)=C1\C(=O)CC(c2ccccc2)CC1=NCCc1c(C)[nH]c2ccc(C)cc12 (stereo unspecified)	i	-0.04
CCCC(=O)NC(=S)N1CCN(c2ccc([N+](=O)[O-])cc2)CC1	i	1.37
Cc1cc(C)c(C(=O)c2ccc(C(=O)N(C(C)C)C(C)C)cc2)c(C)c1	i	0.04
Cn1nc(Cc2n[nH]c(=S)n2C)c2ccccc2c1=O	i	-0.58
O=C(NCCN1CCC(Cc2ccccc2)CC1)C1CCN(S(=O)(=O)N2CCC3(CC2)OCCO3)CC1	i	-0.05
C[C@H](NC(=O)[C@H](Cc1ccccc1)NC(=O)c1cc2cc(Cl)ccc2n1C)C(=O)O	i	-0.77
CCCCOc1ccc(Cl)cc1CSc1nnc(C)n1N	i	-0.52
CCOC(=O)c1cc([N+](=O)[O-])sc1N	i	0.04
CCCS(=O)(=O)N1CCCC(C(=O)N2CCN(c3ccccn3)CC2)C1 (stereo unspecified)	i	-1.28
Oc1ccc(/C=N/Nc2ncnc3nc[nH]c23)cc1	i	-1.33
O=C(Nc1nnc(C2CC2)s1)c1ccc(S(=O)(=O)c2ccccc2)cc1	i	0.29
COc1cc(C2/C(=C(\O)c3ccc4c(c3)OCCO4)C(=O)C(=O)N2Cc2ccco2)ccc1O (stereo unspecified)	i	-2.91
O=C(NCC1CCCO1)c1cc2c(=O)[nH]c3ccccc3c2s1 (stereo unspecified)	i	-2.22
CCCCN(C)S(=O)(=O)c1c(C)[nH]c(=O)[nH]c1=O	i	0.4
Nc1cc(C(=O)O)c(N)c2c1C(=O)c1ccccc1C2=O	i	-1.91
Cc1cccc(NC(=O)CCN2C(=O)c3ccccc3S2(=O)=O)c1C	i	0.06
COc1ccc(-c2ccc(SCC(=O)Nc3nccs3)nn2)cc1OC	i	-1.15
O=C1CCC[C@@H]2Cc3[nH]c4c(Cl)ccc(Cl)c4c3[C@@H]3CCN1[C@H]23	i	-0.71
O=C(Nc1ccc(N2CCOCC2)cc1)C1CCN(S(=O)(=O)c2ccccc2F)CC1	i	-0.05
Cc1ccc(C(=O)COC(=O)CNS(=O)(=O)c2ccccc2)cc1[N+](=O)[O-]	i	-1.13
CCc1c(C)c2cc(Cl)c(O)c(CN3CCCCC3)c2oc1=O	i	0.33
COc1ccccc1C(=O)N1CCC(N2CCN(c3ccccc3OC)CC2)CC1	i	-2.12
COc1ccc(N(S(=O)(=O)c2ccccc2)S(=O)(=O)c2ccccc2)c(N)c1	i	-0.01
Cc1ccc2cc(C3CC(c4cccs4)=NN3S(C)(=O)=O)c(Cl)nc2c1 (stereo unspecified)	i	1.34
Other compounds:
SMILES	KCNQ2 inh	Kir21 inh
O=C(COc1ccc(Cl)cc1)NCCCNC(=O)c1ccccn1	i	1.39
COc1cccc(NC(=O)N2CCCC2C(=O)NCC(C)C)c1 (stereo unspecified)	i	4.41
C=CCn1c(SCCOc2ccccc2)nnc1C(C)NC(=O)c1ccccc1 (stereo unspecified)	i	-1.02
COc1ccc(OC)c(S(=O)(=O)NCCC2=CCCCC2)c1	i	-1.46
Cc1noc(C)c1COC(=O)CNC(=O)c1cccc(F)c1	i	0.04
Cc1ccccc1NC(=O)c1cccc(C(F)(F)F)c1	i	0.82
CC(O)[C@H]1CN=C(N)N1CCc1cc(C(F)(F)F)cc(C(F)(F)F)c1 (stereo partly specified)	i	1.04
COCCN(Cc1cc2ccc(C)cc2[nH]c1=O)S(=O)(=O)c1ccccc1	i	0.61
COc1ccc(CNC(C)(C)C)cc1Cl	i	-0.14
O=C(/C=C/c1cccs1)Nc1ccc(N2CCOCC2)c(S(=O)(=O)Nc2ccccc2Cl)c1	i	-0.14
CCOc1ccc(N(CC)C(=O)c2cn(CC)c(=O)c3cc(OC)c(OC)cc23)cc1	i	1.92
COc1cccc(Cn2nnc(C(=O)NCCc3ccc(Cl)cc3)c2N)c1	i	0.81
CC(C)(C)C(=O)Nc1nnc(-c2ccncc2)o1	i	-1.3
COc1ccc2c(c1)sc(=N)n2C	i	-0.06
CC(C)N=C1SCC(C)(/C=N/O)S1 (stereo unspecified)	i	-1.39
CCOc1ccccc1CN1CCC(Oc2cccc(C(=O)NCCOC)c2)CC1	i	0
COc1ccc(NC(=O)COC(=O)c2ccc(-n3cnnn3)cc2)cc1Cl	i	-1.27
CCCc1nn(-c2cc(Cl)ccc2OC)c2c1C(=O)CCC2	i	-0.48
COc1ccc(N2C(=O)C3CCCN3C2c2cccc(C)c2)cc1Cl (stereo unspecified)	i	-3.56
O=C1CC(C(=O)N2CCCc3ccccc32)CN1c1ccc(F)cc1 (stereo unspecified)	i	-1.28
NS(=O)(=O)c1ccc(NC(=O)CSc2ncnc3ccccc23)cc1	i	0.37
C/C(=N\NC(=O)c1cc(-c2ccc(Br)s2)[nH]n1)c1ccncc1	i	0.06
Cc1cccc(Nc2nc(C)cc(C)n2)c1	i	0.18
CCSc1nnc(NC(=O)c2csc3c2CCC(C)C3)s1 (stereo unspecified)	i	0.35
